# Screening results from PubChem BioAssay.
# PME-1 inh – PME-1 inhibitors via competitive probe labeling, primary screen, biochemical, fluorescence polarization, FP-Rh probe, HTS. recombinant PME-1. 0.53% of 320,000 active. inhibition, % at 5.9 µM;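 active means inhibition above the campaign mean of all compounds plus 3 SD, cut at about 26% in these data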;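 further: competitive labeling of PME-1 active site by serine hydrolase directed probe; 0% = PME-1 with DMSO and 100% = wells lacking PME-1 enzyme; inhibitors block probe labeling so polarization falls and inhibition rises; many of its hits are not listed in these tables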
# LYPLA1 counter – LYPLA1 inhibitors, primary screen, counter-screen for PME1 inhibitor project, biochemical, fluorescence polarization, FP-Rh probe ABPP; Acyl-protein thioesterase 1 (Homo sapiens), O75608; recombinant LYPLA1; inhibition, % at 5.9 µM; 0.16% of 320,000 active;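 active means inhibition above the mean of all tested compounds plus 3 SD, set per campaign, cut at about 14% in these data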;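 further: inhibitors block serine hydrolase probe labeling of LYPLA1 so polarization falls; 0% = enzyme with DMSO and 100% = wells lacking LYPLA1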
# LYPLA2 inh – LYPLA2 inhibitors, primary screen, counter-screen for PME1 inhibitor project, biochemical, fluorescence polarization, FP-Rh probe ABPP; 0.38% of 320,000 active; inhibition, % at 5.9 µM; Acyl-protein thioesterase 2 (Homo sapiens), O95372; recombinant LYPLA2;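 active means inhibition above the screen-wide mean plus 3 SD, limit set per campaign, cut at about 26% in these data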;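 further: 0% = LYPLA2 with DMSO and 100% = wells lacking LYPLA2 enzyme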
# PAFAH1B3 inh – PAFAH1B3 enzyme inhibitors, primary screen, biochemical, fluorescence polarization, human; Platelet-activating factor acetylhydrolase IB subunit alpha1 (Homo sapiens), Q15102; recombinant PAFAH1B3, FP-rhodamine probe; inhibition, % at 3.39 µM; 0.28% of 340,000 active; AID 492972, 2010;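 active means inhibition above the screen-wide average of all tested compounds plus 3 SD, cut at about 25% in these data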;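 further: 0% = enzyme with DMSO only and 100% = wells lacking PAFAH1B3 protein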
# PAD4 FP inh – human PAD4 inhibitors, primary screen, biochemical, fluorescence polarization, 1536-well format. Protein-arginine deiminase type-4 (Homo sapiens), Q9UM07. recombinant PAD4, RCA probe fluorescence polarization. inhibition, % at 6.36 µM. 0.41% of 330,000 active;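 active means percent inhibition above a cutoff equal to the mean of all tested compounds plus 3 SD, cut at about 15% in these data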;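 further: 0% = PAD4 with RCA probe and DMSO and 100% = probe without PAD4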
# Target sequence (Q9UM07 whole entry, looked up): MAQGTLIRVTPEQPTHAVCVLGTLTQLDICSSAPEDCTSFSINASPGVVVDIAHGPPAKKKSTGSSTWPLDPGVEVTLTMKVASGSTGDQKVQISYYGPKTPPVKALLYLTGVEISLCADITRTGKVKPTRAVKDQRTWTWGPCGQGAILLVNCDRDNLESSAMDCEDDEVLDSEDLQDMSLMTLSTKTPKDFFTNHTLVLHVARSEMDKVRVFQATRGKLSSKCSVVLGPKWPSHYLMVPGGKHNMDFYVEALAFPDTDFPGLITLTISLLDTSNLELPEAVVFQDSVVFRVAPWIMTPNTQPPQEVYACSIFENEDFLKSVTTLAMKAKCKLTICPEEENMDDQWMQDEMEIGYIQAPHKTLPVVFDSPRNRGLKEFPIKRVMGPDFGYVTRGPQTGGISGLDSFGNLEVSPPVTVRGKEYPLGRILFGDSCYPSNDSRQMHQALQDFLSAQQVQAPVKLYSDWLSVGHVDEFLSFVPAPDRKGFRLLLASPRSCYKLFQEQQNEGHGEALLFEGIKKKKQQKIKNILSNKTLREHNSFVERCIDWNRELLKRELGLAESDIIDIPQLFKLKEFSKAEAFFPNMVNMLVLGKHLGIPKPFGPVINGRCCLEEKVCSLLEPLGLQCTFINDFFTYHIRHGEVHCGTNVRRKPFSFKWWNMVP
# PAFAH1B2 FP inh – PAFAH1B2 enzyme inhibitors, primary screen, biochemical, fluorescence polarization, human; inhibition, % at 3.39 µM; 1.2% of 340,000 active; AID 492953, 2010; Platelet-activating factor acetylhydrolase IB subunit alpha2 (Homo sapiens), P68402; recombinant PAFAH1B2, FP-rhodamine activity probe;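 active means inhibition above the mean of all tested compounds plus 3 SD, cut at about 24% in these data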;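 further: 0% = enzyme with DMSO and 100% = wells lacking PAFAH1B2; many of its hits are not listed in these tables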
# GSTO1 counter – inhibitors of recombinant GSTO1, primary screen, counter-screen for RBBP9 inhibitor project, biochemical, fluorescence polarization. activity-based probe fluorescence polarization. inhibition, % at 5.96 µM. 1.1% of 300,000 active. AID 1974, 2009;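 active means inhibition above the campaign mean inhibition plus 3 SD, cut at about 35% in these data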;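 further: 0% = GSTO1-1 with DMSO and 100% = wells lacking GSTO1-1 enzyme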
# PAFAH2 FP inh – PAFAH2 enzyme inhibitors, primary screen, biochemical, fluorescence polarization, human; 0.99% of 340,000 active; inhibition, % at 3.39 µM; Platelet-activating factor acetylhydrolase 2, cytoplasmic (Homo sapiens), Q99487; recombinant PAFAH2, FP-rhodamine activity probe;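 active means inhibition above the mean over all tested compounds plus 3 SD, cut at about 30% in these data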;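 further: inhibitors block probe labeling of enzyme so polarization drops; 0% = enzyme with DMSO and 100% = wells lacking PAFAH2 protein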
# pPAFAH inh – pPAFAH enzyme inhibitors, primary screen, biochemical, fluorescence polarization, human | Platelet-activating factor acetylhydrolase (Homo sapiens), Q13093 | recombinant pPAFAH, FP-rhodamine probe fluorescence polarization | inhibition, % at 3.39 µM | 1.5% of 330,000 active;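 active means inhibition above the mean inhibition across the screen plus 3 SD, cut at about 25% in these data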;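 further: inhibitors block binding of the rhodamine activity-based probe so polarization drops; 0% = enzyme with DMSO and 100% = wells lacking pPAFAH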
# Target sequence (Q13093 whole entry, looked up): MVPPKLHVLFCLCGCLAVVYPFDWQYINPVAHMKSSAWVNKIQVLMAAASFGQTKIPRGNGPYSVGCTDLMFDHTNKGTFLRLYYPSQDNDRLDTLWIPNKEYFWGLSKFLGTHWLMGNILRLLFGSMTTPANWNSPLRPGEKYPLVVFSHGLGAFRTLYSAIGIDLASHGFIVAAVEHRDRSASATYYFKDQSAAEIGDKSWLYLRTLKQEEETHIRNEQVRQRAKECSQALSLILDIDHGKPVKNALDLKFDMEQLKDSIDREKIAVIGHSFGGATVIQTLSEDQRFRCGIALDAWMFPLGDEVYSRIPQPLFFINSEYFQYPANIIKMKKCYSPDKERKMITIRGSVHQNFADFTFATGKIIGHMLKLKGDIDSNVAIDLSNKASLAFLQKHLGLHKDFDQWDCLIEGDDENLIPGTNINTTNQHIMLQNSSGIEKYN
# Active calls of the source: *; x = no result given; & = joins results of further samples.
SMILES,PME-1 inh,LYPLA1 counter,LYPLA2 inh,PAFAH1B3 inh,PAD4 FP inh,PAFAH1B2 FP inh,GSTO1 counter,PAFAH2 FP inh,pPAFAH inh
C[C@H](CO)N1C[C@H](C)[C@@H](CN(C)S(=O)(=O)c2ccc(F)cc2)Oc2ccc(NC(=O)Cc3cn(C)c4ccccc34)cc2C1=O,x,x,x,-1,3,3,x,-3,3
Cc1cccc(OCC(=O)N/N=C/c2sc(=O)n(Cc3cccc(C(=O)O)c3)c2Cl)c1,12,2,9,6,-3,3,-2,4,12
COc1ccc(N2CC(C(=O)Nc3ccc(S(=O)(=O)Nc4nccs4)cc3)CC2=O)c(OC)c1 (configuration not stated),-3,-2,0,8,-4,-2,x,4,5
O=C(CCCN=C1NS(=O)(=O)c2ccccc21)OCC(=O)c1ccc(F)cc1,6,-2,-7,0,-4,4,-6,-5,-7
COC(=O)C1(C)CCc2cc(OC)ccc2C1=O (configuration not stated),6,-2,-1,4,3,3,-2,-5,0
Cc1cccc(Nc2nc3c(s2)CCCC3)c1,6,2,1,6,1,5,2,3,22
Oc1c(C=C2N=c3ccccc3=N2)sc(=S)n1C1CCCCC1,-7&2,1&-5,8&3,6&0,-4&-2,4&-1,1&4,-8&-4,4&0
O=C(CN1C(=O)c2ccccc2C1=O)Oc1ccc(F)cc1,2,1,1,x,-1,x,0,x,-2
O=C(CSc1nnc(-c2ccccc2F)n1C1CC1)Nc1ccc2[nH]c(=O)[nH]c2c1,2,-2,-4,6,-5,0,-9,0,0
Clc1ccc(CN2CCCCCCC2)cc1,-9,-1,1,0,2,5,4,6,1
COC(=O)c1cc2oc3ccccc3c2n1Cc1ccccn1,1,-1,11,-5,-4,1,-1,-11,7
CCn1c(COc2ccccc2C)nc2ccccc21,8,1,0,-4,4,1,8,3,-1
Cc1ccccc1OCC(=O)NNC(=O)c1ccoc1C,2,-2,7,-2,-2,2,x,2,2
O=C(CNC(=O)c1ccco1)NCC(=O)OCc1c(F)cccc1Cl,0,0,-1,-3,-4,2,-1,2,0
COc1ccc(OC)c(NC(=O)COC(=O)Cc2ccc(Br)cc2)c1,10,4,4,9,2,12,4,4,15
CC(CC(=O)N(C)c1c(N)n(Cc2ccccc2)c(=O)[nH]c1=O)c1ccccc1 (configuration not stated),-1,0,-4,-4,1,13,10,3,2
CCCCn1c(N)c(N(CC(C)C)C(=O)CC2OC(=O)c3ccccc32)c(=O)[nH]c1=O (configuration not stated),-2,1,2,-4,-3,6,-1,4,-11
CCCCn1c(N)c(N(CCOC)C(=O)COc2c(C)cccc2C)c(=O)[nH]c1=O,-6,-2,-3,-2,-6,0,7,-1,0
Cc1ccc(C)c(C(C)NC(=O)C2C3CCC(O3)C2C(=O)O)c1 (configuration not stated),5,2,8,x,-1,x,6,x,1
COc1ccc(CN2CCNC(=O)C2CC(=O)NCc2cccc(C)n2)c(OC)c1 (configuration not stated),0,-1,3,-4,1,5,-1,0,4
Cc1cc(C)nc(CCNC(=O)C2CCC(=O)N(Cc3ccccc3F)C2)n1 (configuration not stated),-3,1,-4,10,-5,2,0,-1,4
CCOC(=O)c1c(C)nsc1NCc1ccccc1,2,0,1,-2,2,1,7,7,3
CCC(=O)c1ccc(SC(=O)N(C)C)cc1O,1,4,0,5,3,2,3,14,2
Clc1ccccc1Cn1nnc2c(NCC3CC3)ncnc21,0,-1,0,4,2,-1,-6,-1,4
O=C(NC1CCCN(CCc2ccccc2)C1)c1c(F)cccc1F (configuration not stated),-1,2,5,2,-10,4,1,-4,0
CC1CCCN(C(=O)c2ccc3c(c2NCCO)C(=O)c2ccccc2C3=O)C1 (configuration not stated),6,2,-1,3,-7,2,5,1,8
O=C1C=C(Nc2ccc(Cl)cc2)CC(c2ccc(Cl)cc2)C1 (configuration not stated),1,-4,-1,0,1,-1,-3,8,7
CCN1C(=O)C(O)(C2COC(C)(C)CC2=O)c2ccccc21 (configuration not stated),-2,0,6,4,1,5,-2,-3,-2
C/C(=N\NC(=O)CSc1nnc(C)s1)c1ccc(Cl)cc1,1,-3,-5,0,-3,9,0,0,-3
CC(C)(C)Oc1ncc(Br)c(OC(C)(C)C)n1,1,1,0,6,-4,-3,7,1,-4
CC1CN(Cc2c(O)ccc3c2oc(=O)c2ccccc23)CC(C)O1 (configuration not stated),-2,1,4,11,-6,2,42*,-5,0
Nc1ccccc1SCC(=O)Nc1ccc2c(c1)OCO2,4,-3,4,-11,2,-4,4,2,5
Cc1ccc(NC(=O)C(C)OC(=O)CCC2CCCCC2)cc1 (configuration not stated),-2,0,2,6,1,7,-7,3,43*
COc1cccc(NS(=O)(=O)c2ccc3c(c2)NC(=O)C(C)C(=O)N3)c1 (configuration not stated),4,-1,0,8,0,6,14,10,0
COc1ccc(C(CNC(=O)COc2ccc(Br)cc2F)N2CCCC2)cc1 (configuration not stated),2,-3,-1,5,2,5,-6,5,2
COc1ccc(CNC(=O)c2cc(-c3ccco3)on2)cc1,3,2,4,7,0,-2,-4,2,3
Cc1ccc(C(=O)CN2C(=O)NC3(CCCCC3C)C2=O)s1 (configuration not stated),4,-3,-2,1,-3,7,x,3,6
COc1ccc2c(c1)SCCC2=O,-3,-1,0,4,0,-3,1,4,-2
COc1cc(N)c(Cl)cc1C(=O)OCC(=O)NC(=O)NCc1ccco1,x,x,x,4,-3,0,x,5,0
Cc1cccc(Nc2nnc(SCC(=O)Nc3cccnc3Cl)s2)c1,6,-1,4,7,-5,3,-1,-2,5
CN(c1ccccc1)S(=O)(=O)c1ccc(C(=O)OCC(=O)N2CCOCC2)cc1,3,1,0,1,2,6,-5,-1,6
CCOC(=O)C1CCN(C(=O)CNC(=O)c2nn(-c3ccc(OC)cc3)c(=O)c3ccccc23)CC1,4,2,20,0,-6,7,-7,-3,-4
Cc1ccc(NC(=O)CCNS(=O)(=O)c2ccc(OC(F)(F)F)cc2)c(O)c1,-4,-2,-2,-4,2,22,3,4,7
CN(C)[C@@H](CO)c1nnc([C@H](CCC(=O)O)NC(=O)C2CCNCC2)o1,3,4,4,1,-4,-1,1,2,5
CC(C)(C)c1ccc(-c2nc(O)c(CC(=O)O)s2)cc1,-7,-2,-5,x,2,x,-53,x,11

# Sorted by length of the SMILES (falling): three of the compounds above.
SMILES,PME-1 inh,LYPLA1 counter,LYPLA2 inh,PAFAH1B3 inh,PAD4 FP inh,PAFAH1B2 FP inh,GSTO1 counter,PAFAH2 FP inh,pPAFAH inh
CN(C)[C@@H](CO)c1nnc([C@H](CCC(=O)O)NC(=O)C2CCNCC2)o1,3,4,4,1,-4,-1,1,2,5
COc1cccc(NS(=O)(=O)c2ccc3c(c2)NC(=O)C(C)C(=O)N3)c1 (configuration not stated),4,-1,0,8,0,6,14,10,0
Cc1ccc(C(=O)CN2C(=O)NC3(CCCCC3C)C2=O)s1 (configuration not stated),4,-3,-2,1,-3,7,x,3,6

# New compounds follow
SMILES,PME-1 inh,LYPLA1 counter,LYPLA2 inh,PAFAH1B3 inh,PAD4 FP inh,PAFAH1B2 FP inh,GSTO1 counter,PAFAH2 FP inh,pPAFAH inh
CC1CCc2sc3c(c2C1)c1ncnn1c(=O)n3CC(=O)c1ccc(Br)cc1 (configuration not stated),-3,-5,-3,1,-5,-2,3,6,0
NS(=O)(=O)c1ccc(NC(=O)Cn2nc(C(=O)O)c3ccccc3c2=O)cc1,0,-2,1,10,1,3,6,-1,3
CCCc1nc(SCC(=O)c2ccccc2)c2c(=O)n(C)c(=O)n(C)c2n1,-4,0,4,4,-1,5,-1,1,-3
O=Cc1cn(CC(=O)N2CCc3ccccc32)c2ccccc12,-7,-1,3,7,-2,0,5,0,-13
CN(C(=O)/C=C/c1ccc([N+](=O)[O-])s1)c1ccccc1,3,-2,1,3,-2,1,20,7,5
Cc1ccc(NS(=O)(=O)c2ccc(CCC(=O)NCc3ccccn3)cc2)cc1,4,2,1,-3,0,7,7,3,32*
O=C(c1c[nH]c2ccccc12)N1CCN(Cc2ccccc2)CC1,-6,-2,-5,2,2,-2,7,-32,-6
CCCCCC(=O)Nc1ccc(-c2cn3cccnc3n2)cc1,-10,0,1,8,-6,2,-12,-5,4
CNC(=S)N1CCN(C(c2ccccc2)c2ccccc2)CC1,-1,4,2,8,-3,5,1,4,1
O=C(COc1ncnc2ccccc12)Nc1cccc(S(=O)(=O)N2CCOCC2)c1,2,2,9,6,-5,3,-1,3,9
CCN(CC)CC(O)Cn1c(C)c(-c2ccccc2)c2cc([N+](=O)[O-])ccc21 (configuration not stated),3,0,1,12,5,3,-10,-7,4
O=C(CC1C(=O)NCCN1C(=O)c1ccc([N+](=O)[O-])cc1)Nc1cccc(Cl)c1 (configuration not stated),6,4,4,2,-1,4,-2,-5,4
COC(=O)CCC(=O)N1CCCC(CNS(=O)(=O)c2ccc(OC)cc2)C1 (configuration not stated),4,0,-1,6,-1,6,8,9,1
O=C(NNC(=O)C1CC1)c1cc(Cl)nc2ccccc12,-4,5,-2,12,4,-2,-3,4,1
CCOC(=O)c1cc(CC)sc1NC(=O)CC1SC(N)=NC1=O (configuration not stated),-9,-5,0,3,-6,3,4,7,18
CCCCSc1nnc(-c2ccccc2N)c(=O)[nH]1,-1,1,4,10,-2,11,2,0,6
O=C(CN1c2cccc3cccc(c23)S1(=O)=O)Nc1c(F)c(F)c(F)c(F)c1F,x,x,x,6,-3,5,x,11,3
O=C(N[C@@H](Cc1ccc(O)cc1)C(=O)O)c1ccc(C(F)(F)F)cc1,0,1,4,11,-1,-3,4,7,1
CC(C)c1ccccc1NC(=O)COC(=O)C1(C)CC1(Cl)Cl (configuration not stated),2,0,-5,-2,-2,-2,-5,18,1
CSc1ccccc1C(=O)C1CCCN(S(=O)(=O)N(C)C)C1 (configuration not stated),-8,2,1,-2,0,0,-5,2,2
CCn1cc(C(=O)N2CCCC2)c(=O)c2cc(S(=O)(=O)N3CC(C)CC(C)C3)ccc21 (configuration not stated),3,-2,-4,0,-2,-1,2,16,-1
COCC(=O)NCCc1nc2ccccc2[nH]1,4,-1,6,-7,-2,5,3,4,1
CCC/C(=N\NC(=O)c1ccc(OC)c(OC)c1)c1ccccc1,-2,0,2,-1,-1,3,0,4,5
c1cc(-c2nnc3n2CCC3)[nH]n1,3,1,0,0,-3,-1,-3,3,-2
CC(C)c1nc2sc3c(c2c(=O)n1N)CC(C)(C)OC3,-1,0,-2,3,3,-2,7,5,-2
O=[N+]([O-])c1c(C(Cl)Cl)nn(-c2ccc(Cl)cc2)c1N1CCCCC1,-5,-6,2,0,-1,-5,6,0,11
COc1ccccc1NC(=O)COC(=O)c1ccc2c(c1)OCCO2,1,1,-2,-2,0,2,x,6,3

# A portion of the library; rates above refer to the full screens.
